Screening results from PubChem BioAssay.
AGP1 TOR yeast – yeast TOR pathway AGP1-GFP modulation; S. cerevisiae AGP1-GFP multiplex flow cytometry, 3 h; GFP as percent of DMSO wells; GFP response vs DMSO, % at 10 µM; 320,000 compounds, 0.02% hits; AID 2066;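 active = GFP response relative to DMSO above a set limit, near screen average plus 3 SD, cut at about 150% in these data; inconclusive = fewer than 70 cells counted for the yeast strain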;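 also: median GFP channel fluorescence of the gated AGP1 strain per well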
Fam108B inh – counter-screen for RBBP9 inhibitors: inhibitors of mouse Fam108B; AID 1947; inhibition, % at 9.51 µM; 300,000 compounds, 0.33% hits; recombinant Fam108B, FP-Rh probe fluorescence polarization;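 active = inhibition above the screen mean inhibition plus 3 SD, computed separately per campaign, cut at about 18% in these data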;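 also: inhibitors lower polarization as less probe binds the enzyme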
GLD-1 TGE inh – GLD-1-TGE RNA interaction inhibition (C. elegans); Q17339; purified GLD-1 + fluorescein TGE RNA, fluorescence polarization; inhibition, % at 5.96 µM; 320,000 compounds, 0.44% hits; AID 2280;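 active = percent inhibition above a per-plate cutoff, the plate mean of test compounds plus 3 SD, cut at about 30% in these data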;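 also: 0% = DMSO wells with GLD-1 and probe and 100% = wells lacking GLD-1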
Target sequence (Q17339 whole entry, looked up): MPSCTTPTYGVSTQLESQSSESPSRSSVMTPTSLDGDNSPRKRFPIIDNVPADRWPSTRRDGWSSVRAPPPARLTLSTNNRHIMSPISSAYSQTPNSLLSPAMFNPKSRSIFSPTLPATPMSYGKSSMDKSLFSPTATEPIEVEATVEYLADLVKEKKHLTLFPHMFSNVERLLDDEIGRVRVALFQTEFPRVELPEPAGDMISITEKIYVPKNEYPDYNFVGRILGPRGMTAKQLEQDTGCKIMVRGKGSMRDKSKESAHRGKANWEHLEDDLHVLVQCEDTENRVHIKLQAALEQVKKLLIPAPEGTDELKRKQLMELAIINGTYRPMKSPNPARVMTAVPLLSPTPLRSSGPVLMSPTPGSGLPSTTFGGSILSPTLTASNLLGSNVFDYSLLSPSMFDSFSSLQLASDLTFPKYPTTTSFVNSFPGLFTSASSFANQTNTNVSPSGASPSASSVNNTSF
MCL1-BIM inh – MCL1-BIM-BH3 interaction inhibition (human). AID 2057. GST-MCL1 / FITC-Bim-BH3 fluorescence polarization. Q07820. 320,000 compounds, 0.68% hits. inhibition, % at 10.9 µM;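 active = inhibition above the mean inhibition of all tested compounds plus 3 SD, set per campaign, cut at about 40% in these data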;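 also: 0% = DMSO wells and 100% = unlabeled Bim-BH3 peptide control; higher means more loss of mP so more displacement of Bim peptide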
GRK2 inh – inhibitors of human GRK2 displacing RNA aptamer; inhibition of aptamer binding, % at 10 µM; bead flow cytometry, FAM-aptamer displacement from GRK2; 330,000 compounds, 0.59% hits; P25098;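 active = inhibition of aptamer binding above 40%, roughly 3 SD of noise, on plates passing a quality check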;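 also: median bead fluorescence of bound FAM aptamer so fluorescent compounds give negative values; no value below 0 was filed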
CIT2 TOR yeast – yeast TOR pathway CIT2-GFP modulation; S. cerevisiae CIT2-GFP strain, flow cytometry, 3 h; 100 means same as DMSO wells; GFP response vs DMSO, % at 10 µM; 320,000 compounds, 0.065% hits; AID 2029;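 active = GFP response relative to DMSO above a set limit, near the screen mean plus 3 SD, cut at about 150% in these data; inconclusive = Fewer than 70 cells measured for a yeast strain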;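 also: ratio of well median GFP fluorescence to mean of DMSO wells on the plate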
VLA-4 inh – inhibition in a human VLA-4 binding assay; inhibition, % (about 7 µM as worked out from the volumes in the protocol); P13612; VLA-4 expressing cells, ligand binding flow cytometry; 330,000 compounds, 0.2% hits; in the data active = inhibition above about 50%
MEX-5 binding – C. elegans MEX-5 TCR-2 RNA binding activity. activity score (negative = inhibition of binding), % at 10 µM. MEX-5/FITC-TCR2 RNA binding, fluorescence polarization; active compounds read low. 300,000 compounds, 0.38% hits. Q9XUB2;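 active = inhibition past about -25% in most replicates, and total fluorescence under double the plate's negative control median, limit read from the data; inconclusive = replicates evenly split on the limit, or fluorescence at least double controls; inactive = too little inhibition in most replicates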;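 also: 0% = DMSO and -100% = 5 µM competing unlabeled TCR2 RNA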
Target sequence (Q9XUB2 whole entry, looked up): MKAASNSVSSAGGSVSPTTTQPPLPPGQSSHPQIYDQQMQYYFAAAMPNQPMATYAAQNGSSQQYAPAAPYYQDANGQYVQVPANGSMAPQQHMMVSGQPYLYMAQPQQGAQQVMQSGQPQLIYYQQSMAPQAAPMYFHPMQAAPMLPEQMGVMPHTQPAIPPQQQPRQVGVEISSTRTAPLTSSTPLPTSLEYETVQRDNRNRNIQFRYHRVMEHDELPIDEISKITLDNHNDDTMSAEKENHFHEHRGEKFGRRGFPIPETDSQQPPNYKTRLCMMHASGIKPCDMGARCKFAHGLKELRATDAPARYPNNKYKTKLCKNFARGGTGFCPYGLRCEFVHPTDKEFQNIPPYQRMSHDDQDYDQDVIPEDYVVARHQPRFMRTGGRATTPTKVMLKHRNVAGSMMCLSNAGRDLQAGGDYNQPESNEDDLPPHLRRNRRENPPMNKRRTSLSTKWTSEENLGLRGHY
Bcl-xL primary – inhibitors of human Bcl-xL. Q07817. 320,000 compounds, 0.7% hits. inhibition, % at 10.9 µM. GST-Bcl-xL / FITC-Bim BH3 peptide fluorescence polarization;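 active = inhibition above the mean of all tested compounds plus 3 SD, cutoff set per campaign, cut at about 30% in these data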;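 also: 0% = DMSO wells and 100% = unlabeled Bim-BH3 peptide competitor; inhibitors lower millipolarization by displacing the labeled peptide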
Active calls of the source: *; ? = inconclusive; . = no result given; [ ] = remark or other dose.

SMILES	AGP1 TOR yeast	Fam108B inh	GLD-1 TGE inh	MCL1-BIM inh	GRK2 inh	CIT2 TOR yeast	VLA-4 inh	MEX-5 binding	Bcl-xL primary
Cc1ccc(NC(=O)COc2coc(CN3c4ccccc4CC3C)cc2=O)c(C)c1 (stereo unspecified)	99	-3	6	-1	0	102	2	2.4	4
CCOCCc1c(O)nc(SCC(=O)N2CCOCC2)[nH]c1=O	17[may fluoresce violet]	0	5	6	0	?	13	0.5	5
CC(=O)Nc1ccc(S(=O)(=O)NCc2cn3ccsc3n2)cc1	101	5	4	4	5	100	3	1.5	1
COc1ccc(S(=O)(=O)N(C)C[C@H]2Oc3ccc(NC(=O)C4CCCCC4)cc3C(=O)N([C@H](C)CO)C[C@@H]2C)cc1	85	.	3	.	2	82	-9	.	.
CN(CC(=O)Nc1ccc(Cl)cc1)C(=O)C1=COCCO1	89	-4	3	-3	0	98	-1	3.0	6
CC(=O)O[C@@H]1[C@H]2[C@@H](C[C@@H](C)[C@@H]3CCC(=O)[C@@]13C)OC(=O)[C@@H]2C	89	-3	3	8	0	82	11	0.6	2
O=C(N=C1SC2CS(=O)(=O)CC2N1c1c(Cl)cccc1Cl)C1CC1 (stereo unspecified)	95	3	5	10	0	91	8	0.2	6
Cc1cccc(-n2nnnc2SCC(=O)c2cc(C)n(CC3CCCO3)c2C)c1 (stereo unspecified)	.	-3	13	1	0	100	5	-4.1	-4
c1csc(-c2ccc3ccccc3n2)c1	102	2	13	-1	0	101	6	.	1
CCCC(c1nnnn1Cc1ccc(F)cc1)N1CCN(CC)CC1 (stereo unspecified)	99	-1	-10	-6	0	92	2	0.3	-8
COC(=O)CCSCC(=O)Nc1cc(C)on1	108	2	6	1	3	110	-5	-2.1	6
CC(CN1CCCCC1)OC(=O)c1ccc2c(c1)OCCO2 (stereo unspecified)	98	1	-5	5	2	110	2	-0.2	3
Cc1ccccc1OCC(=O)Nc1ccc2c(c1)C(=O)N(CCC(=O)O)C2=O	108	1	8	13	0	97	-3	1.2	0
CC(Oc1cccc2cccnc12)C(=O)N/N=C/c1ccc2c(c1)OCO2 (stereo unspecified)	97	0	11	4	2	91	-1	1.2	7
COc1cccc(NC(=O)C2CCCN2C(=O)Nc2ccccc2)c1 (stereo unspecified)	109	0	7	1	3	103	6	1.3	-3
COC(=O)c1cc(NC(=O)CC2C(=O)NCCN2C(=O)c2ccccc2)cc(C(=O)OC)c1 (stereo unspecified)	99	-1	7	12	0	96	27	0.4	2
Cc1ccc(C)c(CNS(=O)(=O)c2ccc3c(c2)C(C)(C)C(=O)N3C)c1	97	2	3	3	5	101	22	0.1	7
Cc1cc(C)nc(Oc2ccc([N+](=O)[O-])cc2)n1	98	-2	4	5	4	94	5	1.0	3
CCOC(=O)c1c(C)nc(-c2ccccc2)nc1NC(C)=O	95	1	-3	-2	2	94	-2	-0.4	5
O=S(=O)(O)c1nc2ccccc2n1Cc1ccc(Cl)cc1Cl	101	1	4	2	2	95	16	-4.4	8
CC(C)c1ccc(NC(=O)CSc2nc(=O)[nH]c3c2CCCC3)cc1	112	1	1	0	4	103	18	0.1	4
CCN1CCSc2ccc(C(=O)NCc3cccc(Br)c3)cc21	87	9	9	4	1	89	15	-1.4	1
Fc1ccc(C2c3cccn3CCN2C(=S)Nc2cccc(Br)c2)cc1 (stereo unspecified)	100	-18	3	4	1	107	-1	3.0	2
Cc1oc2cc3oc(=O)c(CC(=O)O)c(C)c3cc2c1-c1ccccc1	101	-7	3	6	0	102	1	2.2	2
COc1ccc(Oc2c(C)nc(SCC(=O)c3ccc(Cl)cc3)[nH]c2=O)cc1	109	-3	-1	2	2	101	2	1.3	0

More results
SMILES	AGP1 TOR yeast	Fam108B inh	GLD-1 TGE inh	MCL1-BIM inh	GRK2 inh	CIT2 TOR yeast	VLA-4 inh	MEX-5 binding	Bcl-xL primary
Cc1ccc(CS(=O)(=O)c2nsc(C)c2C#N)cc1	96	2	5	-2	0	100	4	1.3	2
Cc1cc(C)n(-c2ccc(C(=O)NC3CCCCC3)cc2)n1	105	2	7	5	0	96	2	0.8	9
O=C(NCc1ccc(F)cc1)C1CCN(C(=O)NCc2ccccc2)CC1	106	-4	7	-3	1	99	-8	0.2	1
Cc1c(C)c(C)c2[nH]c(-c3ccc4c(c3)OCO4)nc2c1C	91	6	-1	8	1	95	-2	3.4	7
CCC1CCCCN1C(=O)CSc1nc(N)c(NC(=O)c2ccco2)c(=O)[nH]1 (stereo unspecified)	112	-2	-2	4	0	127	0	-0.2	7
CC/C(=N\NC(=O)c1cc(C)nc2ccccc12)c1ccc(C)s1	92	-7	5	4	0	92	4	2.3	1
CCCCCC(=O)Nc1ccc(-c2cn3cccnc3n2)cc1	114	2	0	-3	0	106	5	1.8	1
COc1ccccc1NC(=O)CN(Cc1ccco1)C(=O)c1ccc(-n2nc(C)cc2C)cc1	108	1	-2	2	0	113	-24	-1.1	1
CCOc1ccccc1C(=O)OCC(=O)Nc1ccc(N2CCCCC2)cc1	106	2	0	8	0	103	0	1.6	3
CC(O)CNCCOc1ccccc1OCc1ccccc1 (stereo unspecified)	90	3	2	1	0	91	11	1.8	-1
O=C1CSC(c2ccccc2)N1Cc1ccccn1 (stereo unspecified)	95	.	.	.	2	97	-8	-1.0	.
C/[N+]([O-])=C\c1coc2ccccc2c1=O	103	4	0	-5	0	97	6	-1.7	7
NNC(=O)[C@@H]1C[C@@H]1c1ccccc1	103	-5	7	-3	6	105	-6	-0.9	0
CCOC(=O)CSc1nnc(CNC(=O)c2ccc(S(=O)(=O)N3CCOCC3)cc2)n1C	99	2	2	6	0	104	42	-0.7	6
CC(c1ccccc1)N1CC(C(=O)N2CCN(c3ccc(F)cc3)CC2)CC1=O (stereo unspecified)	101	5	-2	-1	2	99	-1	-1.1	-2
CCNC(=O)CN(c1ccc(Br)c(C)c1)S(C)(=O)=O	100	2	0	-2	2	89	7	-0.2	2
Cc1ccc(S(=O)(=O)N2CCN(C(=O)COC(=O)CCOc3ccccc3C)CC2)cc1	111	1	3	-30	0	101	7	0.9	-9
O=C(Nc1ccc(N2CCOCC2)cc1N1CCOCC1)c1ccccc1	95	.	-4	.	1	105	12	.	.
COc1ccc(/C=C(/NC(=O)c2ccccc2)c2nc3ccccc3[nH]2)cc1OC	105	1	4	8	0	93	1	-3.0	4
COC(=O)c1cc(C(=O)OC)[nH]n1	99	3	-7	5	0	97	-2	-2.3	9
Cc1ccc2cc(/C=C3\N=C(c4ccccc4)OC3=O)c(N3CCOCC3)nc2c1	98	-2	0	-12	5	93	-162	-34*	-4
OCCCNCc1ccc(N(c2ccccc2)c2ccccc2)cc1	100	-1	-1	9	0	103	14	-0.8	8
O=c1c2ccccc2[nH]c(=S)n1CC1CCCO1 (stereo unspecified)	110	11	7	1	0	108	0	-3.4	3
COc1ccc(C(C(=O)NC(C)(C)C)N(C(=O)CCC(=O)Nc2cc(C)on2)c2cc(C)cc(C)c2)cc1 (stereo unspecified)	102	-3	5	-2	0	99	6	1.6	-5
COc1ccccc1/C=C/C(=O)OCCN1CCOCC1	98	-5	11	8	2	98	22	-0.8	2

(continued)
SMILES	AGP1 TOR yeast	Fam108B inh	GLD-1 TGE inh	MCL1-BIM inh	GRK2 inh	CIT2 TOR yeast	VLA-4 inh	MEX-5 binding	Bcl-xL primary
COc1ccc(NS(=O)(=O)c2cccc(C(=O)NNC(=O)c3cccc(NC(C)=O)c3)c2)cc1	113	-2	0	-7	10	99	11	-0.4	-3
Cc1cccc(N2C(=O)CC(SC(N)=Nc3ccccc3)C2=O)c1 (stereo unspecified)	95	-3	10	0	0	88	11	3.1	11
CC(=O)N(C(C)=O)N1C(=O)C2C3c4ccccc4C(c4ccccc43)C2C1=O (stereo unspecified)	90	1	-1	-6	0	100	20	-1.9	3
c1ccc(N2CCN(c3nc(NCc4ccco4)c4ccccc4n3)CC2)cc1	95	5	14	3	0	96	3	-2.7	5
CNC(=O)c1c(O)c2cccc3c2n(c1=O)CCC3	88	.	.	.	5	92	-12	0.7	.
COCCn1nnnc1C(c1cccc(C#N)c1)N1CCCCCC1 (stereo unspecified)	102	-1	-1	1	1	103	1	0.3	1
O=C(OCC(=O)N1CCCC1=O)c1ccc(O)cc1O	110	-3	-5	-1	5	105	-1	1.7	3
CC(=O)Nc1ccc(NC(=O)COC(=O)CCCc2c[nH]c3ccccc23)cc1	101	-2	-2	-4	3	91	-8	2.7	-5
CN(Cc1ccccc1)C(=O)c1cccc(NC(=O)Cc2ccc([N+](=O)[O-])cc2)c1	84	.	6	.	6	85	-1	.	.
Cc1nnc(NC(=O)c2ccc(S(=O)(=O)N(C)Cc3ccccc3)cc2)o1	105	-4	1	1	0	102	0	-1.4	1
CCCCN(C)C(=O)c1cc2cc3ccc(OC)cc3nc2s1	95	3	5	1	2	93	13	1.1	2
c1ccc(CNc2nc(-c3ccccn3)nc3ccccc23)cc1	101	-1	-4	13	0	104	1	-0.9	0
